Source: PubChem (National Center for Advancing Translational Sciences (NCATS))
GLP-1R agonist – qHTS of GLP-1 Receptor Agonists. actives 0.007% (n = 380,000). Potency, µM (titrated, usually from 45.6 µM), for the others: at the top dose activation, actives largely listed as activators. HEK293 GLP-1R CRE-luciferase, luminescence, 4-6 h; cells express a hypersensitive GLP-1R form. Glucagon-like peptide 1 receptor (Homo sapiens), P43220; also: potency is read from the fitted curve at half-maximal effect; % of control where 0% means no effect
IL-2 act – qHTS of IL-2 Activators. IL-2 activation reporter assay, cell-based qHTS; stimulated with anti-CD3/CD4/CD28 beads; in transgenic mouse T cells. activation, % (series mostly up to about 46 µM). actives 0.065% (n = 360,000). AID 652025, 2013; in the data active = activation above about 50%; inconclusive = mostly about 30% to 49%; also: 0% is about no effect
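Using fluorescent plate cytometry, EGFP and DsRed are detected in transgenic mouse T cells stimulated 18 h at 37 degrees C with antibody-coated beads after 60 min compound pretreatment.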
PTHR1 agonist – qHTS for PTHR1 Agonists: Primary Screen; Parathyroid hormone/parathyroid hormone-related peptide receptor (Homo sapiens), Q03431; HEK293 GP2 PTHR1 cells, GloSensor cAMP luminescence, 1 h; Potency, µM (highest dose often 115 µM), for inactives: at the highest dose activation, usual class: activators; actives 0.075% (n = 410,000); AID 743266, 2014; also: potency is read from the fitted curve at half-maximal effect; nearly all actives have a fitted effect of over 55% in size; some results filed as inactive show a strong effect at the top dose; inactives centre near -15; many of its hits are not listed in these tables
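HEK-293-derived GP2 cells expressing PTHR1 and a GloSensor cAMP reporter, 3,000/well, plated overnight, given luciferin plus IBMX (each 0.5 mM as added) for 1 h at 37 °C, then compound for 1 h at 37 °C. Luminescence was read after 15 min at room temperature.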
GLP-1R inv ag – qHTS of GLP-1 Receptor Inverse Agonists (Inhibition Mode) | Glucagon-like peptide 1 receptor (Homo sapiens), P43220 | HEK293 GLP-1R CRE-luciferase, luminescence, 24 h; GLP-1R form is constitutively active | Potency, µM (highest dose often 38.3 µM), without a hit: at the top dose activity change, negative = inhibition, hits mostly inhibitors | actives 1.6% (n = 410,000); also: potency is read from the fitted curve at half-maximal effect; % is scaled to controls: 0 for no effect and ±100 for the full control effect; nearly all actives have a fitted effect of over 55% in size
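qHTS in 1536-well format: reporter HEK293 cells expressing constitutive GLP-1R activity in DMEM + 10% Nu serum, 24 hr with compounds at 37 deg C, luminescence read after 12 min with detection reagent.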
PLK1 PBD inh – qHTS for Inhibitors of PLK1-PDB (polo-like kinase 1 - polo-box domain): Primary Screen; Serine/threonine-protein kinase PLK1 (Homo sapiens), P53350; Plk1 PBD binding of FITC phosphopeptide, fluorescence polarization; Potency, µM, without a hit: max response, negative = inhibition, hits mostly inhibitors; actives 2.8% (n = 360,000); also: potency is read from the fitted curve at half-maximal effect; series mostly up to about 57 µM; % is scaled to controls: 0 for no effect and ±100 for the full control effect; nearly all actives have a fitted effect of over 65% in size
PI5P4Ka inh – qHTS for Inhibitors of phosphatidylinositol 5-phosphate 4-kinase (PI5P4K); Phosphatidylinositol 5-phosphate 4-kinase type-2 alpha (Homo sapiens), P48426; max response, %; actives 1.2% (n = 330,000); PI5P4Kalpha enzyme, ADP-Glo luminescence, 60 min; stronger effect = lower value; AID 652105, 2013; active = max response of -50% or lower; inconclusive = between -30% and -50%; inactive = -30% or higher; also: value at the top dose of about 77 µM; % is scaled to controls: 0 for no effect and ±100 for the full control effect
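ADP-Glo luminescence end-point after a 60 min room-temperature kinase reaction. PI5P4Kalpha and substrate in HEPES pH 7.4 buffer with EGTA, 0.1% CHAPS and 5% DMSO; ATP at 5 microM final.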
EPAC1 antag – qHTS for Antagonist of cAMP-regulated guanine nucleotide exchange factor 3 (EPAC1): primary screen; Rap guanine nucleotide exchange factor 3 (Homo sapiens), O95398; EPAC1 GEF assay, Rap1b-BODIPY-GDP exchange fluorescence; Potency, µM (top dose mostly 115 µM), inactives show at the top dose activity change, negative = inhibition, actives largely listed as inhibitors; actives 0.14% (n = 360,000);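 also: potency is read from the fitted curve at half-maximal effect; plate controls were vehicle for no effect and positive control for full effect; nearly all actives have a fitted effect of over 50% in size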
Target sequence (O95398 whole entry, looked up): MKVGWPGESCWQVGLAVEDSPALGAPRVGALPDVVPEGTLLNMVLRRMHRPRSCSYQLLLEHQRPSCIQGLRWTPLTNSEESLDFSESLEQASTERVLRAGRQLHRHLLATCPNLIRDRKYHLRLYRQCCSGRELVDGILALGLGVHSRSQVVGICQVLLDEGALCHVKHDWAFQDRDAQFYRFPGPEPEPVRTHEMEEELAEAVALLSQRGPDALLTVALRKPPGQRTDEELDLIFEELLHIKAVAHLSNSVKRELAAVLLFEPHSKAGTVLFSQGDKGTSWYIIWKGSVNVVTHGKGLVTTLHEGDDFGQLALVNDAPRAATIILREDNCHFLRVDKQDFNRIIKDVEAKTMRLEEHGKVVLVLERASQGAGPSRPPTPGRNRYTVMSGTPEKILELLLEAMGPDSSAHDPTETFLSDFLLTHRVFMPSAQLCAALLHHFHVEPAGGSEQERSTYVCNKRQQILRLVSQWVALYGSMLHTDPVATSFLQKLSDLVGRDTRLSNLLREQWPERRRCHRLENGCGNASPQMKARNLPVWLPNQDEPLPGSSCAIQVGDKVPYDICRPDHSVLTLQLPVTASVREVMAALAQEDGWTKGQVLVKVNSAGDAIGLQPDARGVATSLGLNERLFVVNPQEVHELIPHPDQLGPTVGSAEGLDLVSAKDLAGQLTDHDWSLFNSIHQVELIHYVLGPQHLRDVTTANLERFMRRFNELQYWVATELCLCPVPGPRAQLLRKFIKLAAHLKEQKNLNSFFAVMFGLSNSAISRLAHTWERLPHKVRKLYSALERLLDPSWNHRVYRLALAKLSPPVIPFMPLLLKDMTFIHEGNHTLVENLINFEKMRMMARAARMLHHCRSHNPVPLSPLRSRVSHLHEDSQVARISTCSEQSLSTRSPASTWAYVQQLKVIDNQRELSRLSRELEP
EPAC1 ag – qHTS for Agonist of cAMP-regulated guanine nucleotide exchange factor 3 (EPAC1): primary screen | EPAC1 agonist qHTS, biochemical assay; response scale: 100% = response to 6.5 mM cAMP | Rap guanine nucleotide exchange factor 3 (Homo sapiens), O95398 | actives 0.073% (n = 360,000) | Potency, µM (top dose mostly 154 µM), inactives show at the highest dose activation, actives largely listed as activators; also: potency is read from the fitted curve at half-maximal effect; nearly all actives have a fitted effect of over 60% in size
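EPAC1 100 nM, Rap1B–BODIPY-GDP 250 nM, unlabeled GDP 50 uM; compound titration; 5 min RT; kinetic read ex480/em540 at 5-min intervals ×30 min; data normalized to 6.5 mM cAMP agonist control.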
GLP1R cytotox – qHTS of GLP-1 Receptor Inverse Agonists: Cytotox Screen | HEK293 cAMP-luciferase reporter cells, luminescence, 24 h | Potency, µM (series often up to 38.3 µM), for inactives: at the highest dose activity change, negative = inhibition, most hits filed as inhibitors | actives 0.13% (n = 410,000) | AID 624418, 2012;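 also: loss of luciferase light is scored as toxicity; potency is read from the fitted curve at half-maximal effect; % is scaled to controls: 0 for no effect and ±100 for the full control effect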
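Luminescence readout: signal drop marks cytotoxicity. Plated cells grew 12 h at 37 °C, 5% CO2, received 23 nL compound for 24 h, then got luciferase reagent, read after 12 min at RT.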
Starred values were filed as active, the others as inactive; i = inactive; ? = inconclusive; nt = no result given; & = joins results of further samples; [ ] = remark or other dose. Unless noted, calls follow the shape of the dose curve; as a rule, active = well fitted curve in the direction sought with a large enough effect; inconclusive = small, poorly fitted or top-dose-only effect, or another doubt; inactive = no such curve, though single readings can be large; an effect the other way counts as inactive or inconclusive. An excerpt; count on the stated rates, not on these rows.

Values in the order – GLP-1R agonist | IL-2 act | PTHR1 agonist | GLP-1R inv ag | PLK1 PBD inh | PI5P4Ka inh | EPAC1 antag | EPAC1 ag | GLP1R cytotox
> Cc1cc(C)c2nc(N3CCC(C(=O)NCCCN4CCCC4=O)CC3)sc2c1
  10% | -1.0 | -18% | 1% | -1% | 0 | -9% | 6% | -15%
> COc1ccccc1CNC(=O)c1ccc(Cl)c(S(=O)(=O)N2CCCC2)c1
  -6% | 0.3 | -34%[inhibitor] | ? | -2% | -4 | 4% | -8% | 2%
> CC(=O)N1CCN(Cc2nc3cc(NC(=O)c4ccc(Cl)cc4)ccc3n2C)CC1
  -2% | 0.7 | -29%[57.5 µM] | 0% | -2% | nt | 6% | 2% | 7%
> O=C(CN1C(=O)S/C(=C/c2cccnc2)C1=O)N1CCOCC1
  -8% | -0.7 | i | 5% | -2% | 0 | 0% | -9% | -2%
> COc1ccc(NC(=O)C(=S)N2CCCC2)cc1
  1% | 0.4 | -5% | -2%[7.66 µM] | 5% | 2 | -2% | -1% | -1%[7.66 µM]
> CCOC(=O)c1[nH]cnc1C(=O)Nc1ccc(F)cc1
  1% | -1.7 | -4%&0% | 54%&24%[activator] | 1% | 5 | -1% | -8% | 0%&7%
> C=CCn1c(SCC(=O)c2cccs2)nc2sc(C)cc2c1=O
  8% | -2.3 | -37%[57.5 µM] | 21% | -18% | -4 | 0% | 4% | -4%
> CC1(C)CC(=O)N(c2cc(Cl)cc(Cl)c2)C(=O)C1
  14% | 0.6 | -9% | -23% | -15% | 5 | 9% | 7% | -3%
> O=C(Nc1cccnc1)Nc1ccc2c(c1)OCO2
  -8% | -0.4 | -20% | 3% | -3% | -11 | 0% | 0% | -20%
> O=C(c1cn(-c2ccccc2)nc1-c1cccs1)N1CCN(c2ccccn2)CC1
  9% | 0.0 | -23% | -20% | -1% | nt | -19% | 17% | -27%
> CCOC(=O)CNC(=O)N1CCC(CCC(=O)N(C)Cc2ccccc2)CC1
  -6% | -2.3 | i | 18% | -5% | 0 | -6% | 5% | -8%
> Cc1cc2ncn(-c3ncnc4sc5c(c34)CCC(C)C5)c2cc1C (stereo not drawn)
  -16% | 2.5 | i | -9% | -3% | nt | 18% | 4% | 1%
> C=CCn1c(COc2cccc3cccnc23)nnc1SCC(=O)OC
  -5% | -1.1 | -19% | 0% | -1% | -1 | 4% | -6% | -7%
> CCOC(=O)COc1ccc2c(c1)c(C(C)=O)c(C)n2-c1ccc(OC)cc1
  11% | -7.2 | -5% | ? | 3% | 4 | 6% | -3% | 1%
> O=C(O)CCCN1C(=O)c2cccc3cccc(c23)C1=O
  -4% | -2.2 | ? | 9% | -9% | 4 | -12% | -8% | 6%

Next part
Values in the order – GLP-1R agonist | IL-2 act | PTHR1 agonist | GLP-1R inv ag | PLK1 PBD inh | PI5P4Ka inh | EPAC1 antag | EPAC1 ag | GLP1R cytotox
> CCNC(=O)C1CCCN(C(=O)c2cc(F)cc(F)c2)CC1 (stereo not drawn)
  -7% | -0.3 | -25% | 16% | 2% | -2 | 6% | -9% | -8%
> Cc1cccc(NC(=O)CCNS(=O)(=O)c2ccc(Cl)cc2)c1
  5% | -0.3 | -28% | ? | 1% | -5 | -1% | -8% | -13%
> O=C(CCC1CCCCC1)NCc1cccs1
  0% | 1.2 | -58%[inhibitor] | -14% | -1% | -5 | -4% | -4% | 13%
> CCc1nnc(NC(=O)Cc2cc(OC)c(OC)c(OC)c2)s1
  6% | 4.6 | i | 13% | -3% | -2 | 0% | 1% | 8%
> CC(C)OC(=O)CSc1nnc(-c2ccc(Cl)cc2Cl)n1N
  -14% | 0.4 | i | -4% | 2% | nt | -12% | 0% | 3%
> COc1cccc(OC)c1C(=O)Nc1ccc2c(c1)n(C)c(=O)n2C
  3% | 0.3 | -13% | 2% | 2% | 0 | 20% | -5% | -7%
> Cc1ccc2[nH]c(=O)c(C3C(C#N)=C(N)Oc4c3ccc3cccnc43)cc2c1 (stereo not drawn)
  0% | 1.3 | -37%[inhibitor] | -7% | -5% | -18 | 1% | 7% | -10%
> CCCn1c(-c2cc(OC)c(OC)c(OC)c2)nc2nc3ccccc3nc21
  -11% | -1.2 | i | 13% | 1% | 13 | -4% | 4% | 5%
> COC(=O)c1ccc(N=Nc2ccccc2)cc1
  3% | -1.3 | -15% | -1% | 5% | 4 | -9% | -2% | -22%
> CN(C)S(=O)(=O)c1cccc(NC(=O)c2cccc(S(=O)(=O)N3CCCCC3)c2)c1
  -9% | -0.1 | -13% | 5% | 0% | -6 | -18% | 10% | -7%
> N#Cc1cn(CCOc2ccc(F)cc2)c2ccccc12
  25% | -0.4 | -10%[57.5 µM] | ? | 0% | -1 | -7% | 2% | 0%
> CCn1c(SCC(=O)c2ccc3ccccc3c2)nnc1-c1cccs1
  0% | -0.3 | i | 3% | -6% | -2 | -11% | 18% | 8%
> O=C1Nc2ccccc2-c2nnnn2C1N1CCCC1 (stereo not drawn)
  nt | -0.3 | i | 18% | -5% | -2 | 4% | -8% | 0%
> O=C(NCCN1C(=O)S/C(=C\c2ccccc2)C1=O)C1CCN(S(=O)(=O)c2cccs2)CC1
  0% | -3.3 | -23% | -8% | -12% | 5 | 2% | -7% | 13%
> O=C(Nc1cccc(OC(F)(F)F)c1)C1Cc2c(-c3ccco3)ccnc2O1 (stereo not drawn)
  14% | -0.4 | i | -18% | -4% | 5 | 0% | -21% | 5%

6 entries from above, in CSV form:
SMILES,GLP-1R agonist,IL-2 act,PTHR1 agonist,GLP-1R inv ag,PLK1 PBD inh,PI5P4Ka inh,EPAC1 antag,EPAC1 ag,GLP1R cytotox
CCc1nnc(NC(=O)Cc2cc(OC)c(OC)c(OC)c2)s1,6%,4.6,i,13%,-3%,-2,0%,1%,8%
CC(C)OC(=O)CSc1nnc(-c2ccc(Cl)cc2Cl)n1N,-14%,0.4,i,-4%,2%,nt,-12%,0%,3%
COC(=O)c1ccc(N=Nc2ccccc2)cc1,3%,-1.3,-15%,-1%,5%,4,-9%,-2%,-22%
CCNC(=O)C1CCCN(C(=O)c2cc(F)cc(F)c2)CC1 (stereo not drawn),-7%,-0.3,-25%,16%,2%,-2,6%,-9%,-8%
O=C(Nc1cccc(OC(F)(F)F)c1)C1Cc2c(-c3ccco3)ccnc2O1 (stereo not drawn),14%,-0.4,i,-18%,-4%,5,0%,-21%,5%
CCn1c(SCC(=O)c2ccc3ccccc3c2)nnc1-c1cccs1,0%,-0.3,i,3%,-6%,-2,-11%,18%,8%

Additional records:
Values in the order – GLP-1R agonist | IL-2 act | PTHR1 agonist | GLP-1R inv ag | PLK1 PBD inh | PI5P4Ka inh | EPAC1 antag | EPAC1 ag | GLP1R cytotox
> C=CS(=O)(=O)c1ccc(Oc2ccc(S(=O)(=O)C=C)cc2)cc1
  -24% | 0.2 | -36%[inhibitor] | ? | 24µM* | -7 | 15% | 3% | ?
> CCOC(=O)N1CCN(S(=O)(=O)c2ccc(C(=O)N(CCN(CC)CC)c3nc4ccc(C)cc4s3)cc2)CC1
  -12% | 0.0 | -22% | ? | -7% | -5 | -6% | 3% | 17%
> CCn1c(=O)c(C(=O)Nc2ncccc2C)c(O)c2ccccc21
  8% | -0.8 | -8% | ? | -8% | -13 | -12% | -5% | -2%
> CCc1nc(C)ccc1OCC(=O)N(CC)CC
  0% | -0.3 | i | 1% | -7% | nt | -4% | 13% | 27%
> Cc1[nH]c2ccccc2c1/C=N/NC(=O)Nc1ccccc1
  -2% | -0.7 | -1% | -12% | -2% | 2 | -7% | -2% | -11%
> COCc1nc2ccccc2n1Cc1c(F)cccc1Cl
  13% | 1.9 | -10% | -29% | 0% | -5 | 5% | -9% | 6%
> Cc1cccc(C)c1NC(=O)C(c1ccccc1)N1CCC(Cc2ccccc2)CC1 (stereo not drawn)
  6% | -0.7 | -23% | -20% | -2% | -5 | 5% | 2% | -10%
> O=C(CN1C(=O)COc2ccccc21)Nc1ccc2c(c1)OCCO2
  -10% | -2.6 | i | 3% | -7% | nt | -9% | 5% | 6%
> Cc1c(NC(=O)C(C)OC(=O)c2cc(Cl)nc(Cl)c2)c(=O)n(-c2ccccc2)n1C (stereo not drawn)
  -9% | 0.6 | i | 26% | -3% | 9 | 2% | 9% | 11%
> COc1ccc(-c2nc(CN3CCC(C(=O)NC4CCCc5ccccc54)CC3)c(C)o2)cc1OC (stereo not drawn)
  -4% | -0.5 | -44%[inhibitor] | 6% | 5% | 4 | 11% | -5% | 11%
> Cc1ccc(S(=O)(=O)N2c3ccccc3OC(C(=O)OC(C)(C)C)(C(=O)OC(C)(C)C)C2CC(=O)c2ccccc2)cc1 (stereo not drawn)
  nt | -0.2 | -25% | -25% | -10% | 3 | -16% | -13% | 9%
> O=C1NC[C@@H](CCCCN2C[C@H](Cc3ccc(O)cc3)N(CC3CCCCC3)C(=O)C2=O)N(Cc2ccccc2)C1=O
  -4% | 0.0 | i | 2% | -3% | -1 | -19% | -11% | -4%
> N#CCC(=O)N/N=C/c1ccc(OC2CSC2)cc1
  -6% | 0.2 | -92% | -4% | -16% | 4 | -4% | 9% | 15%
> COc1ccc(NS(=O)(=O)c2cccc(C(=O)NN=Cc3ccc(O)c(OC)c3)c2)cc1
  -1% | 0.1 | i | 8% | -1% | -6 | -6% | 2% | 10%
> CNC(=O)COC(=O)c1ccc(Cl)c(S(=O)(=O)N2CCCC2)c1
  8% | 1.8 | i | 4% | -10% | -5 | -11% | 4% | -10%
